# SIAE inh: human SIAE inhibitors, primary screen, biochemical, fluorescence polarization, FP-Rh probe, 1536-well HTS; SIAE FP-Rh probe binding; inhibition, % at 9.66 µM; 370,000 compounds, 0.69% hits; AID 1053197, 2014;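 active means inhibition above a cutoff: mean of compounds within the control limits plus 3 SD of those, cut at about 17% in these data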;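 further: 0% = plate median of compound wells and 100% = probe without SIAE protein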
# LEDGF integ inh: blockers of LEDGF/p75-dependent integrase strand transfer – biochemical, TR-FRET, high throughput, primary screen; HIV-1 integrase (with human LEDGF/p75); TR-FRET IN-LEDGF/p75 DNA integration, Eu/Cy5; inhibition, % at 3.7 µM; 370,000 compounds, 0.64% hits;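 active means inhibition above the screen-wide mean plus 3 SD, cut at about 13% in these data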;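 further: signal is the Cy5 over europium emission ratio at 671 and 618 nm; 0% = plate median of compound wells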
# TCR CD3 inh: inhibitors of human TCR-CD3 interaction, primary screen, biochemical, fluorescence, TAMRA-labeled TCR probe | T-cell receptor (TCR) | inhibition, % at 9.4 µM | 360,000 compounds, 0.37% hits; in the data active means inhibition above about 19%;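 further: recombinant mutant TCR 2C K166C tagged with TAMRA read by polarization; 0% = receptor in buffer alone and 100% = receptor with positive control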
# PRMT1 inh: PRMT1 methyltransferase inhibitors, primary screen, biochemical, fluorescence polarization; AID 652257, 2013; recombinant PRMT1, activity-based probe fluorescence polarization; 370,000 compounds, 1.3% hits; Protein arginine N-methyltransferase 1 (Homo sapiens), Q99873; inhibition, % at 2.79 µM;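 active means inhibition above about 21% made by adding two undisclosed values, limit read from the data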
# PG9 binder: binders of HIV-1 gp120 antibody PG9, primary screen, biochemical, TR-FRET; HIV-1 gp120 / PG9 antibody interaction; TR-FRET gp120-PG9 antibody binding; inhibition, % at 6.7 µM; 360,000 compounds, 0.43% hits; AID 624416, 2012; in the data active means inhibition above about 8.5%
# ABHD4 inh: ABHD4 inhibitors, primary screen, biochemical, fluorescence polarization, mouse; purified mABHD4, FP-Rh probe fluorescence polarization; inhibition, % at 8.92 µM; 370,000 compounds, 0.54% hits;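 active means inhibition exceeding the mean over every tested compound plus 3 SD, cut at about 30% in these data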;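 further: 0% = plate median of compound wells and 100% = S159A mutant with DMSO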
#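 Material: mouse ABHD4 enzyme, wild type; Benchmarks: S159A mutant high control, sample median low control; Buffer or medium: HEPES pH 7.0, NaCl, Pluronic buffer; Signal: fluorescence polarization; Read-out: percent inhibition of probe binding, normalized to plate controls; Timing: pre-incubation 45 min, probe exposure 60 min, at 25 °C; Dosing: 8.92 µM, single dose.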
# rCAG binder: binders of r(CAG) RNA repeats, primary screen, biochemical, fluorescence; 370,000 compounds, 1.3% hits; r(CAG) RNA repeat, TO-PRO-1 dye displacement fluorescence; AID 651821, 2012; inhibition, % at 3 µM;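 active means inhibition above the plate cutoff, the mean of all test compounds on that plate plus 3 SD, cut at about 35% in these data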;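 further: 0% = DMSO alone and 100% = 100 µM mitoxantrone as full dye displacement; higher means more dye released from RNA so lower well fluorescence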
# NR1D1 modulator: modulators of Rev-erb alpha DNA binding, primary screen, biochemical, FITC-DNA, fluorescence polarization, uHTS; Nuclear receptor subfamily 1 group D member 1 (Homo sapiens), P20393; Rev-erbα–FITC-DNA binding, 90 min; activity, % at 10 µM; 370,000 compounds, 0.79% hits;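 active means activity above about 14%, limit read from the data; passing the limit was not always enough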;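 further: 0% = DMSO wells with 35 nM protein and 100% = DMSO wells with 750 nM protein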
# Target sequence (P20393 whole entry, looked up): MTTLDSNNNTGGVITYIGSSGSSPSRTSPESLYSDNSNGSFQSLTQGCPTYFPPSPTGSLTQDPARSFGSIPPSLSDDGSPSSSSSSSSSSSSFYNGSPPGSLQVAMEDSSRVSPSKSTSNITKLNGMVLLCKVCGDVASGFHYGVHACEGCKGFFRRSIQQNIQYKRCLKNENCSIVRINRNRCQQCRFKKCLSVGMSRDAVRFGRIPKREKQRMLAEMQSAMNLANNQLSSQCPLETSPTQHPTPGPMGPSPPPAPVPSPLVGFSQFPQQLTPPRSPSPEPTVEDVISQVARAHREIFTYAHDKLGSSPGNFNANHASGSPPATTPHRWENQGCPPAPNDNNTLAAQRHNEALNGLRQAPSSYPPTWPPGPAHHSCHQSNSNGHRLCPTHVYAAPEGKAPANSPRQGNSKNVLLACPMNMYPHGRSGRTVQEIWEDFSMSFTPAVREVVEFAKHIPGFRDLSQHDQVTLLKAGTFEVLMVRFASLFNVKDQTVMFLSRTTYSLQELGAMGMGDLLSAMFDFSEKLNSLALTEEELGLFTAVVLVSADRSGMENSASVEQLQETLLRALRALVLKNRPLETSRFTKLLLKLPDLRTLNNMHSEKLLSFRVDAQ
# HTRA1 inhibitor: HTRA1 serine protease inhibitors, primary screen, biochemical, fluorescence polarization, HTS; recombinant HTRA1, FP-rhodamine activity-based probe; inhibition, % at 5.96 µM; 340,000 compounds, 0.5% hits; AID 504803, 2011; in the data active means inhibition above about 36%;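 further: 0% = enzyme with DMSO and 100% = wells lacking enzyme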
# Target sequence (Q92743 whole entry, looked up): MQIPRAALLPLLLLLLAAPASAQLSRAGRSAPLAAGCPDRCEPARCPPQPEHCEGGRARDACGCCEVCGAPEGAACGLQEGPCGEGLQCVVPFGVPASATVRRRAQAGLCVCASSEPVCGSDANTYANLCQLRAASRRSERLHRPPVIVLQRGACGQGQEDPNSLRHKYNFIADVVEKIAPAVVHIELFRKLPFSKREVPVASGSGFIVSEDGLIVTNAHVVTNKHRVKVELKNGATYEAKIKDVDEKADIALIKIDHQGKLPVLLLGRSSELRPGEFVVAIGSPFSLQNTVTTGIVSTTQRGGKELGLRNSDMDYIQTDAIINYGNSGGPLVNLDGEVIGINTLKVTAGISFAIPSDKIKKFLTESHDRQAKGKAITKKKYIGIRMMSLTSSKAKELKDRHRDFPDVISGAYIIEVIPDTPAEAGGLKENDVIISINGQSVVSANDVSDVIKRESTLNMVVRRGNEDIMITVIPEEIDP
# TDP2 absorb: human TDP2 enzyme inhibitors, primary screen, biochemical, epi absorbance, recombinant enzyme | 370,000 compounds, 0.34% hits | T5PNP hydrolysis, p-nitrophenol absorbance 415 nm | inhibition, % at 12.8 µM;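 active means inhibition above the mean of all tested compounds plus 3 SD, set per campaign, cut at about 25% in these data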;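 further: 0% = DMSO with enzyme and 100% = buffer with substrate but no TDP2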
#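 Material: recombinant human TDP2; quantity: TDP2 enzyme at 120 nM final; medium: Tris-HCl pH 7.5 with MgCl2; compound: single concentration, 12.8 µM nominal, with 1% DMSO; incubation: 2 h enzyme incubation at 37 °C; signal: epi absorbance; measure: percent inhibition; benchmarks: high control without enzyme, low control DMSO plus TDP2; repeats: singlicate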
# The depositor's hits bear a star; x = no result given. This is a subset; rates above refer to the full screens.
SMILES,SIAE inh,LEDGF integ inh,TCR CD3 inh,PRMT1 inh,PG9 binder,ABHD4 inh,rCAG binder,NR1D1 modulator,HTRA1 inhibitor,TDP2 absorb
Cc1ccc(C(=O)CSC2=C(C#N)C(c3ccco3)C3=C(CCCC3=O)N2)cc1 (stereo not given),-12,-2,-3,21,-1.1,0,17,1,6,-13
Cc1ncc(C(=O)Nc2ccccc2)[nH]1,3,1,4,3,0.0,4,0,-5,4,4
CC(=O)Nc1cc(NC(C)=O)cc(C(=O)NC(C)(C)C)c1,-6,3,-12,2,1.3,-7,-2,-1,7,-4
CCN1CCN(C(=O)c2ccc(Cl)c(S(=O)(=O)N3CCOCC3)c2)CC1,9,0,-1,-3,-3.3,-3,1,0,2,-13
CCCN=C1N(CC)C[C@@H]2[C@@H]3C(=O)N(C)C(=O)[C@@H]3[C@](Cc3ccccc3)(C(=O)OC)N12,2,-2,7,-1,-0.5,0,1,-7,-2,3
C[C@@H]1CC2=C(C(=O)OC(C)(C)O2)[C@H](c2ccc(F)cc2)O1,4,3,-8,-3,0.8,-1,3,0,x,-6
Cn1c(Oc2ccccc2NCc2cccc(Br)c2)cc(=O)n(C)c1=O,0,2,4,0,-0.2,-9,-7,0,-15,6
C=CCN(c1ccccc1)S(=O)(=O)c1cccc(C(=O)NCc2ccncc2)c1,10,1,4,-2,-0.7,0,-2,4,-3,6
C=CCNC(=O)CSc1nc2c(c(=O)[nH]1)CCCC2,3,-2,x,7,x,2,4,-2,x,-8
COc1ccc(OC)c(CCNC(=O)CCn2ccc3cc(S(=O)(=O)N4CCCC4)ccc32)c1,-4,2,6,-1,-0.1,1,-3,-7,1,-9
CCn1c(SCC(=O)c2ccc(NS(=O)(=O)c3ccccc3)cc2)nnc1-c1cccs1,-6,-2,5,0,-0.7,-3,26,-3,-6,6
CC(=O)c1ccc(-n2c(CCC(=O)O)ccc2-c2ccccc2)cc1,5,-2,0,2,-0.4,0,6,2,5,9
COc1ccccc1N1CCN(C(=O)Cc2cccs2)CC1,-10,-3,3,0,-0.9,7,2,1,-1,-3
CC(=O)c1cccc(NC(=S)N2CCN(c3ccccn3)CC2)c1,12,3,11,-6,0.5,-5,2,-4,-4,12
COc1cc(/C=N/NC(=O)c2ccc(O)cc2)ccc1OCC(=O)N1CC(C)OC(C)C1 (stereo not given),3,-7,8,-1,-1.4,2,-2,2,-2,-9
CCOC(=O)CSc1nnc(CCc2nc3ccccc3[nH]2)n1C,-5,2,5,1,-1.6,1,2,-2,0,8
COc1cc2nc(NC(=O)c3ccccc3)[nH]c(=O)c2cc1OC,-6,3,-6,0,1.8,-4,2,-3,6,-5
O=[N+]([O-])c1ccc(N2CCN(c3ccccc3O)CC2)c(Cl)c1,7,1,8,-1,-0.1,0,2,-5,-7,4
CCn1c(CNC(=O)Cc2ccc(OC)cc2)nnc1SCCOc1ccccc1,7,-3,1,-4,-0.7,-5,-7,-1,1,5
CC1CCCC(NC(=O)C2CCN(S(=O)(=O)N3CCCCC3)CC2)C1C (stereo not given),0,0,6,-3,0.6,0,-7,1,-1,6
Cc1cc(C(=O)CN2C(=O)NC3(CCCc4ccccc43)C2=O)c(C)n1Cc1ccccc1 (stereo not given),1,1,-4,-1,-0.3,0,4,-8,-29,-1
CN1CCN(C(=O)c2cc3c(c(-c4cccc(-c5cc6ccccc6o5)c4)n2)[C@@H](CCO)N(S(=O)C(C)(C)C)C3)CC1 (stereo not given in full),-6,5,1,-4,-0.9,3,2,1,x,-10
CCC(C(=O)NCc1ccco1)N(C(=O)CNS(=O)(=O)c1ccc(C)cc1)c1ccccc1F (stereo not given),-8,-3,-1,-4,-1.0,2,-5,-3,-8,7
Cc1ccc(S(=O)(=O)N2CCN(CC(=O)Nc3ccccc3Cl)CC2)cc1,3,1,1,1,-0.8,0,-1,5,1,11
S=C(NCc1ccc2c(c1)OCO2)NCc1ccco1,2,-3,0,4,1.2,-5,5,-3,-2,6
COC(=O)c1ccc(COC(=O)c2ccccc2OC)cc1,3,-2,4,-2,-0.4,-4,-5,3,-3,-2
Cc1cc(C)n(-c2cc(N3CCN(C(=O)c4cccc(F)c4)CC3)ccc2[N+](=O)[O-])n1,1,1,2,0,-1.7,2,-4,1,-3,-8
CCOC(=O)c1nnn(-c2nonc2-n2cccc2)c1CN1CCOCC1,-3,2,-6,5,3.1,1,-1,-2,1,-2
c1ccc2c(C3OCC4(CCCCC4)CO3)cccc2c1,-10,-1,4,2,1.0,5,1,-2,-7,0
O=C(NNC(=O)c1ccc2ccccc2c1)c1cccc(Cl)c1,-5,2,2,-5,-0.2,0,1,-1,1,-5

# One compound at a time (already shown). Order of values: SIAE inh, LEDGF integ inh, TCR CD3 inh, PRMT1 inh, PG9 binder, ABHD4 inh, rCAG binder, NR1D1 modulator, HTRA1 inhibitor, TDP2 absorb
# `CC(=O)c1cccc(NC(=S)N2CCN(c3ccccn3)CC2)c1` is entered as 12, 3, 11, -6, 0.5, -5, 2, -4, -4, 12
# `CCC(C(=O)NCc1ccco1)N(C(=O)CNS(=O)(=O)c1ccc(C)cc1)c1ccccc1F` (stereo not given) is entered as -8, -3, -1, -4, -1.0, 2, -5, -3, -8, 7
# `CCOC(=O)CSc1nnc(CCc2nc3ccccc3[nH]2)n1C` is entered as -5, 2, 5, 1, -1.6, 1, 2, -2, 0, 8

# Continuation:
SMILES,SIAE inh,LEDGF integ inh,TCR CD3 inh,PRMT1 inh,PG9 binder,ABHD4 inh,rCAG binder,NR1D1 modulator,HTRA1 inhibitor,TDP2 absorb
CCn1cc(C(=O)N(C)Cc2ccc(OC(F)F)cc2)c(=O)c2ccc(C)nc21,-1,3,-3,-1,-0.1,2,-10,2,-1,-8
C=CCN1C(=O)[C@H](CC(=O)NCCCCc2ccccc2)[C@@]2(C(=O)OCC)CCCC=C12,-1,-1,x,0,x,-4,1,0,x,5
CC1CCC2C(=O)N(c3ccc(NC4CCCCC4)c([N+](=O)[O-])c3)C(=O)C2C1 (stereo not given),3,2,-6,-3,0.7,3,2,-1,-8,8
Cc1ccccc1-c1nnc(CS(=O)(=O)c2ccccc2)o1,2,3,5,-1,-1.0,1,0,-1,5,9
O=C(COC(=O)c1ccccn1)Nc1nc(-c2ccccc2)cs1,16,4,-6,-4,-0.2,-13,2,-1,-10,-6
Cc1cc(NC(=O)Nc2cccc([N+](=O)[O-])c2)no1,-4,1,-9,7,-2.6,5,11,-2,-10,9
CC1(C)CNC(=O)c2sc(NC(=O)CN3CCOCC3)nc2C1,-1,-1,3,0,-1.4,7,0,4,9,1
Cc1cc(C(=O)NNC(=S)NCc2ccccc2)no1,4,-2,12,-2,-3.6,8,2,-3,7,13
CCOC(=O)c1sc(NC(=O)COC(=O)Cn2cnc3ccccc32)c(C(=O)OCC)c1C,-4,-1,0,-1,-0.5,2,2,6,2,4
N#Cc1c(-c2ccco2)cc(C2CC2)nc1SCC(=O)c1ccccc1,-12,4,2,5,-1.9,-9,33,-1,-11,-8
Cc1ccc(-n2ncc3ccccc3c2=O)cc1Cl,2,3,14,-5,2.5,0,-2,5,-11,1
CCN(CC)c1ccc(/C=N/NC(=O)CNC(=O)c2cccs2)cc1,9,-4,3,-6,-4.5,-4,8,1,4,-4
C=CCSC1=Nc2cc(OC)c(OC)cc2C2=NC(=O)CN12,0,-4,-4,3,3.2,12,4,-2,0,4
CC(C)(C)c1cc(CN(CCO)CCO)cc(C(C)(C)C)c1O,-2,3,1,-1,0.3,1,1,-4,-9,-18
CCN(CC(=O)Nc1ccccc1OC)C(=O)c1ccc(NC(=O)c2cccs2)cc1,-9,0,6,3,-1.3,-9,3,-3,-5,-4
COc1cc(OC)c(C2=NOC(C(=O)Nc3c(C)n(C)n(-c4ccccc4)c3=O)C2)cc1Cl (stereo not given),3,2,8,1,1.4,-2,-4,-3,0,-3
CCN(CC)C(=S)SCC(=O)Nc1ncc2c(n1)CC(C)(C)CC2=O,1,-2,1,6,0.4,1,-4,1,x,2
CSCCC(NS(=O)(=O)c1ccc(C)cc1C)C(=O)Nc1cccnc1 (stereo not given),1,-2,-5,4,-1.8,-8,1,-8,6,2
Cc1ccnc(NS(=O)(=O)c2ccc(NC(=O)c3cncc(Br)c3)cc2)n1,-6,-2,6,-3,0.2,-11,0,3,-5,-12
COc1ccc(/C=C/C(=O)c2ccc[nH]2)cc1OC,-1,0,0,1,-1.2,2,-4,-2,-1,-19
CCOC(=O)C1=C(C)NC(C)=C(C(=O)OCC)C1C(=O)OCC(=O)NC1(C#N)CCCCC1,-1,4,4,0,1.4,3,-9,-1,-2,7
COc1ccc(-c2nc3c(Cl)cc(C(F)(F)F)cn3c2Cc2cccc(F)c2)cc1OC,-5,-1,5,3,2.6,-5,8,3,x,1
FC(F)(F)C1=CC(c2ccc(Cl)cc2)=NCCN1,3,1,4,-1,-1.1,-2,-4,3,-10,3
CCOC(=O)C1CCN(C(=O)CCCCn2c(=O)[nH]c3ccccc3c2=O)CC1,-1,1,-2,-3,2.0,4,-9,-4,4,2
O=C(COC(=O)c1ccc(Cl)cc1Cl)Nc1cccc(S(=O)(=O)NC2=NCCC2)c1,1,-3,-11,4,1.3,-15,8,1,-5,-6
Cc1cccnc1NC(=O)Cn1nc(-c2ccccc2)oc1=S,3,0,4,2,-1.2,4,-3,-5,0,4
O=S(=O)(c1ccc2c(c1)OCCO2)N1CCC(n2nnc3cc(C(F)(F)F)ccc32)CC1,2,-3,8,0,-0.9,-5,1,3,-33,9
CCCN(CC1CC1)c1nc(C)nc(Nc2c(Cl)cc(Cl)cc2Cl)c1Cl,-2,4,2,-3,-1.2,-4,2,-3,-5,-5
CCOC(=O)c1sc2nc(OCCN3CCOCC3)cc(C)c2c1N,4,-3,-1,0,-0.6,7,2,-4,x,-10
CCC(C)(C)c1ccc(OC(=O)c2cccnc2Cl)cc1,-2,2,-5,-5,-2.3,-4,-2,-2,-4,2
O=C(Nc1ccccc1)Nc1cccc(NC(=O)Nc2ccccc2)c1F,-45,5,2,-5,2.0,-2,5,-3,-11,-10
O=C(CSc1nnc(NC(=O)C2CC2)s1)NCc1ccc(F)cc1,5,4,-1,-6,-0.1,-4,-1,0,-2,6
CC1CCN(c2ccc(C(=O)Nc3ccc4c(c3)OCO4)cc2[N+](=O)[O-])CC1,-5,2,2,-1,-3.6,-10,8,-4,-14,-13
COc1ccc(-c2sc3cc(OC)ccc3c2-c2ccc(OCCN3CCOCC3)cc2)cc1,-1,0,4,-1,0.7,8,12,4,-5,-3

# Compound activity deposited in PubChem BioAssay by several laboratories.
